Screening results (PubChem)
Yeast lifespan up: yeast lifespan extension | S. cerevisiae growth with nicotinamide, OD615; deaD strain in restrictive glucose medium | inhibition of the nicotinamide effect, % at 10 µM | hit rate 0.68% among 130,000 | AID 775;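 active = inhibition above a set limit, placed 3 SD over the median of all compounds, cut at about 26% in these data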;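 note: 0% = nicotinamide-treated wells and 100% = cells grown without nicotinamide; some compounds called inactive have numbers as strong as hits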
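System: DeaD-strain S. cerevisiae / Buffer or medium: CSMM-D, restrictive glucose (dextrose) synthetic minimal medium / Probe or stimulus: nicotinamide, 1.5 mM, co-present with compound / Compound: one concentration, 10 µM, DMSO 0.25% / Incubation: 48 h compound exposure at 30 °C, humidified / Technique: optical density (absorbance) at 615 nm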
MRP-1 activ: MRP-1 activation; H69AR cells + doxorubicin, viability rescue, CellTiter-Glo; viability increase, % at 10 µM; hit rate 0.61% among 140,000; AID 799;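 active = viability gain under doxorubicin at or above a set limit, the compound median plus 3 SD, cut at about 4.7% in these data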;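 note: MRP-1 overexpressing cells given doxorubicin 25 µM after compound pretreatment; 18-22 h compound pretreatment then 72 h with doxorubicin before readout; 0% = doxorubicin-only wells and 100% = vehicle-treated cells without doxorubicin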
HCT116 PTEN-null: growth suppressors of cells with PTEN tumor suppressor deletion; HCT116 PTEN-null viability, CellTiter-Glo, 60 h; hits give low values; viability, % at 10 µM; hit rate 1.2% among 140,000; AID 827;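 active = viability at or below a set limit, 4 SD under the median of all tested compounds, cut at about 3.7% in these data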;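 note: PTEN knockout HCT116 line with beta catenin targeted HCT116 as companion control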
GALR2 antag: antagonists of human galanin receptor 2 (GALR2); O43603; GALR2-expressing cells, antagonist mode; inhibition, % at 4 µM; hit rate 0.39% among 140,000; AID 828; in the data active = inhibition above about 27%;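 note: cells stimulated with galanin 1-16 at roughly its EC80; 0% = agonist challenge control and 100% = basal control without agonist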
Target sequence (O43603 whole entry, looked up): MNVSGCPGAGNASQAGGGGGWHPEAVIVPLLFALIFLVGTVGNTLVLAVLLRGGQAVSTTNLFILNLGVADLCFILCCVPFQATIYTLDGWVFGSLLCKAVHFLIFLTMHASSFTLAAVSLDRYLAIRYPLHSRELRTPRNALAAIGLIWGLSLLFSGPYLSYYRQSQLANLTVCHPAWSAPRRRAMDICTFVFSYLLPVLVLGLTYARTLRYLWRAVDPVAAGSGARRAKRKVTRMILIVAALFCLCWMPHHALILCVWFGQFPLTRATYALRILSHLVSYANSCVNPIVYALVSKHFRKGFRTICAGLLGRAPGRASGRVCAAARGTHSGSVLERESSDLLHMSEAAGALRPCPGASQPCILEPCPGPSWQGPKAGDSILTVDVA
HCT116 bCat-KO: beta-catenin-lacking colon tumor cell growth suppression. HCT116 beta-catenin knockout viability, CellTiter-Glo, 60 h; hits give low values. viability, % at 10 µM. hit rate 1.5% among 140,000;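 active = viability at or under a set limit, the compound median less 4 SD, cut at about 6% in these data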;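 note: 0% = Hyamine 1622 control at 20 µM and 100% = untreated cell control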
Yeast growth inh: reduces growth of yeast BB579 in restrictive medium; hit rate 0.51% among 140,000; inhibition, % at 10 µM; S. cerevisiae BB579 growth, OD615, 48 h;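 active = inhibition above a set limit, 3 SD over the mean compound inhibition, cut at about 44% in these data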; note: inactives centre near -24
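System: Saccharomyces cerevisiae DeaD strain BB579, replicative lifespan model yeast. Buffer or medium: restrictive glucose-based CSMM-D medium. Doses: one dose, 10 µM compound with 0.25% DMSO. Timing: 4 h preincubation and 48 h exposure at 30 °C. Detection: turbidity as optical density at 615 nm. Benchmarks: amphotericin B 10 µg/mL, positive.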
Phagocytosis inh: macrophage phagocytosis inhibition; J774A.1 macrophage IgG-bead phagocytosis, imaging; inhibition, % at 5 µM; hit rate 0.07% among 110,000;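 active = inhibition above the mean of the plate negative controls plus 5 SD, cut at about 13% in these data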;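 note: phagocytic index as fraction of beads internalized from green versus red external bead signal; plate controls were DMSO negative control for no effect and cytochalasin-D positive control for full effect; some results beyond the cut were filed as inactive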
E-sel TNF inh: TNF alpha driven E-selectin expression inhibition | inhibition, % at 2 µM | hit rate 0.71% among 120,000 | HUVEC TNFa-induced E-selectin immunofluorescence, high content;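 active = inhibition above the batch mean plus 3 SD, and confirmed as a hit on visual image review, cut at about 43% in these data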;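 note: 0% = TNF-stimulated DMSO wells and 100% = unstimulated control wells; not every result past the cut was called active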
NPY Y2 blocker: blocks the human neuropeptide Y Y2 receptor | P49146 | NPY-Y2 expressing cells, antagonist mode | inhibition, % at 2.7 µM | hit rate 0.99% among 140,000 | AID 793; in the data active = inhibition above about 17%;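 note: 0% = vehicle with agonist challenge and 100% = reference antagonist with challenge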
Target sequence (P49146 whole entry, looked up): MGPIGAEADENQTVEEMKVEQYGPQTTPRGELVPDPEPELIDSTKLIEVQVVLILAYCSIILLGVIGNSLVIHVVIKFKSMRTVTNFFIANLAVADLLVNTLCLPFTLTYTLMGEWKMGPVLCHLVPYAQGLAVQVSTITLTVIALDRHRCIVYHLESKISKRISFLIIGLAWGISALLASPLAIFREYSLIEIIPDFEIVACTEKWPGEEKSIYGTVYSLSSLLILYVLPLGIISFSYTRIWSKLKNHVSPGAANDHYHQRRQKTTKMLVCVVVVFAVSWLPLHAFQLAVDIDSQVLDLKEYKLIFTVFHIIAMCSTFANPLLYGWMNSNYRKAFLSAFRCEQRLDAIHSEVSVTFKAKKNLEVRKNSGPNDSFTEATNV
Measles CPE: protection of cells from measles virus | protection (pct of control), % at 4 µM | Measles virus-infected cells, CPE protection, absorbance | hit rate 1.5% among 140,000; in the data active = protection mostly above about 24%, no sharp cut-off; inactive = mostly below about 26%; note: some compounds called inactive have numbers as strong as hits
* = called active by the depositor; · = not tested or not shown.

SMILES | Yeast lifespan up | MRP-1 activ | HCT116 PTEN-null | GALR2 antag | HCT116 bCat-KO | Yeast growth inh | Phagocytosis inh | E-sel TNF inh | NPY Y2 blocker | Measles CPE
COc1cc(/C=c2\s/c(=C(/C#N)C(=O)N3CCCC3)n(-c3ccccc3)c2=O)ccc1O | -9 | -1.3 | 28 | -2 | 64 | -55 | 0 | 8 | 2 | 11
Cc1ccc(OCCCn2ccnc2)cc1C | 0 | 1.2 | 104 | -4 | 100 | -15 | · | -17 | 2 | 3
Cc1ccccc1C(=O)NNC(=O)c1ccc(F)cc1 | -8 | -1.6 | 93 | -3 | 93 | 16 | · | -5 | 2 | 9
CCOC(=O)c1c(C)n(C)c2ccc(OCC(O)Cn3c(C)nc4ccccc43)cc12 (centres undefined) | -2 | -1.4 | 48 | 5 | 51 | -40 | · | -8 | 1 | 7
Cc1ccc(-n2c(C)cc(/C=N/NC(=O)Cn3c4ccccc4c(=O)c4ccccc43)c2C)cc1 | 2 | -3.7 | 94 | -5 | 89 | -54 | -9 | 24 | 1 | 5
Cc1ccc(NC2=NCCC2)cc1Cl | · | -1.4 | 89 | -13 | 95 | -20 | · | -7 | -1 | 18
CCOC(=O)C1CCN(C(=O)c2cccc(Cl)c2)CC1 | -10 | -0.1 | 96 | -1 | 92 | -14 | 0 | 18 | 3 | 16
CCC(C)C1NC(=S)N(Cc2ccccc2)C1=O (centres undefined) | 1 | -1.2 | 98 | 9 | 92 | 3 | · | -29 | 2 | 27
Cc1cccc(OCCCC(=O)N2CCCc3ccccc32)c1C | -10 | -0.2 | 71 | -2 | 66 | -23 | 0 | 4 | 7 | 34
CCCC(=O)N1N=C(c2ccccc2)CC1c1cn(C)c2ccccc12 (centres undefined) | 11 | -2.4 | 64 | -15 | 74 | -42 | -5 | · | 7 | 15
COc1cccc(NC(=O)CCN2CCC(C(N)=O)CC2)c1 | -7 | -1.1 | 97 | 14 | 87 | -26 | -1 | · | -1 | 2
CCOC(=O)C1(C(=O)OCC)CC1c1ccccc1 (centres undefined) | -1 | -1.3 | 98 | 0 | 103 | -3 | 0 | 51 | 2 | 25
O=C(CSC1=NCCS1)NC(c1ccccc1)c1ccccc1 | 2 | -2.6 | 90 | 6 | 86 | -27 | -3 | 1 | -3 | 26
O=C(O)Cc1ccc(NC(=O)C2CC=CCC2C(=O)O)cc1 (centres undefined) | -9 | -1.1 | 96 | -9 | 92 | -8 | -1 | 10 | 2 | 9
CCOc1ccccc1NC(=O)COC(=O)C(CC(C)C)N1C(=O)C2CC=CCC2C1=O (centres undefined) | 5 | -1.5 | 95 | -12 | 95 | -37 | -12 | -4 | 3 | 6
CC(C)Cc1csc(NC(=O)c2ccc(Cl)cc2)c1C(=O)O | 10 | 4.2 | 69 | 4 | 76 | -7 | -6 | 5 | 7 | 5
CN(CC(=O)N1CCc2ccccc21)S(=O)(=O)c1cccc2cccnc12 | -8 | -0.9 | 78 | -16 | 95 | -30 | 0 | · | 2 | 17
CCOC(=O)C1CCCN(C(=O)c2cn(C)c3ccc(S(=O)(=O)N(C)C)cc3c2=O)C1 (centres undefined) | -13 | -1.4 | 110 | 7 | 95 | -3 | 0 | · | 1 | 16
CCn1c(CS(=O)Cc2ccc(Cl)cc2Cl)nnc1SCc1c(Cl)cccc1Cl (centres undefined) | 5 | 2.1 | 98 | -7 | 98 | -71 | 0 | 21 | 3 | 2
O=C(CSC1=NC(=O)C(c2ccccc2)C(=O)N1)Nc1ccccc1Cl (centres undefined) | -13 | -2.8 | 90 | -4 | 87 | -20 | 1 | 12 | 1 | 23
CCC(CC)C(=O)NCCc1cc2ccc(OC)cc2[nH]c1=O | -14 | 0.6 | 99 | 6 | 102 | -39 | · | -29 | 2 | 5
COc1ccc(N/C=C2/CCCCC2=O)cc1 | -13 | -0.9 | 91 | -7 | 92 | -27 | 5 | -10 | -1 | 8
O=C(COC(=O)CCc1c[nH]c(=O)[nH]1)Nc1ccccc1 | -3 | -0.6 | 101 | -7 | 94 | -26 | 0 | -18 | 2 | 4
C#CCOCCOCCOCCNc1nc(N2CCOCC2)nc(N2CCN(C(=O)Cn3cc(CCCN=C(N)N)nn3)CC2)n1 | 9 | 0.2 | 97 | 3 | 103 | -2 | · | -6 | 0 | 8
Cc1ccc(Cn2c([N+](=O)[O-])cnc2C)cc1 | 1 | -0.6 | 100 | 14 | 94 | -28 | -5 | · | 1 | 20

New compounds follow:
SMILES | Yeast lifespan up | MRP-1 activ | HCT116 PTEN-null | GALR2 antag | HCT116 bCat-KO | Yeast growth inh | Phagocytosis inh | E-sel TNF inh | NPY Y2 blocker | Measles CPE
O=C(Nc1ccc(S(=O)(=O)N2CCc3ccccc32)cc1)c1ccco1 | -2 | -1.9 | 84 | 6 | 82 | -47 | 1 | 5 | 0 | 23
Fc1ccc(-c2cc(C(F)(F)F)nc(-n3cncn3)n2)cc1 | -11 | 0.1 | 97 | 2 | 98 | -22 | 0 | -13 | -1 | 6
CCN(CC)S(=O)(=O)c1cc(C(=O)O)c(Cl)cc1Cl | -3 | 0.8 | 100 | -5 | 101 | -45 | 0 | 13 | 0 | 5
O=C(/C=C/c1cccc(F)c1)N1CCc2ccccc21 | -3 | -3.1 | 74 | -3 | 78 | -4 | -8 | · | 10 | 7
CCCn1c(C(O)c2ccc3c(c2)OCO3)nc2ccccc21 (centres undefined) | -10 | 0.0 | 95 | -7 | 85 | -39 | -1 | 6 | 2 | 7
Cc1ccc(C)c(C(=O)C(C)OC(=O)c2cccn2C)c1 (centres undefined) | -10 | 0.7 | 68 | 4 | 76 | 15 | -1 | · | 4 | 22
COc1cc(OC)cc(-c2cc(N)n(S(=O)(=O)Cc3ccccc3)n2)c1 | -8 | -1.5 | 93 | 13 | 84 | -17 | 0 | 4 | 2 | 11
CC(Oc1ccc(Cl)cc1Cl)c1nc(-c2ccc(NC(=O)c3ccco3)cc2)no1 (centres undefined) | -12 | 1.6 | 69 | -18 | 69 | -60 | 0 | 16 | 0 | 4
Cc1[nH]c(=O)[nH]c(=O)c1/C=N/NC(=O)[C@H](CC(C)C)NC(=O)OC(C)(C)C | -2 | -1.8 | 96 | -5 | 93 | 5 | 2 | 4 | 2 | 24
CN1C(=O)C(=C2CCCCCC2)SC1=S | 2 | -0.1 | 96 | 1 | 88 | -55 | 0 | · | 1 | 7
O=C(COC(=O)CCC(=O)Nc1nccs1)NCc1ccco1 | -11 | -1.5 | 106 | -5 | 93 | -37 | 0 | -13 | -1 | 9
COc1ccc(F)c(C2C(C#N)=C(N)Oc3n[nH]c(C(C)(C)C)c32)c1 (centres undefined) | 3 | -1.2 | 87 | 10 | 82 | -31 | -1 | -2 | 2 | 3
O=C(OCC(=O)N1CCCCCC1)c1cccs1 | -2 | -1.0 | 105 | -6 | 108 | -20 | 0 | -10 | 2 | 5
FC(F)(F)c1cccc(N2CCN(Cc3ccoc3)CC2)c1 | 6 | -1.0 | 100 | -11 | 87 | -47 | 3 | -7 | 3 | 3
COc1ccc(-c2ccc(SCC(=O)N3c4ccccc4CC3C)nn2)cc1OC (centres undefined) | -7 | -0.5 | 102 | -5 | 92 | 6 | -1 | · | 2 | 5
COc1ccc(NC(=O)CCCNS(=O)(=O)c2cccs2)cc1 | -8 | -4.1 | 77 | 11 | 89 | -8 | 0 | -89 | 1 | 5
CSc1nc(N2CCOCC2)c2c(c1C#N)CCCCC2 | -3 | 0.0 | 76 | -4 | 77 | -47 | -1 | 2 | 4 | 8
O=[N+]([O-])c1cccc(C2=NCCC(c3ccccc3)O2)c1 (centres undefined) | 3 | -2.1 | 108 | -11 | 105 | -16 | · | -8 | 3 | 8
CCC(C)(C)n1nnnc1C(c1ccc(C)cc1)N1CCN(C(=O)c2ccco2)CC1 (centres undefined) | · | -4.6 | 89 | 20 | 98 | -15 | · | 9 | 1 | 24
CCN(Cc1ccccc1)C(=S)Nc1cc(C(=O)OC)ccc1C(=O)OC | 2 | -1.0 | 95 | 7 | 95 | -51 | -4 | -15 | 2 | 25
COC(=O)/C(=C1/Oc2cc(C)oc(=O)c2S1)C(F)(F)F | 47* | -3.5 | 3.2* | 61* | 3.6* | -19 | · | · | 3 | 0
CCc1c(C#N)c(SCCC(=O)Nc2ccc(OC)cc2)nc2c1C(=O)CC(C)(C)C2 | -1 | -3.4 | 77 | -4 | 83 | 2 | 0 | -3 | 2 | 6
CCn1ncc(Br)c1C(=O)N(C)C12CC3CC(CC(C3)C1)C2 | 22 | -3.6 | 86 | -4 | 91 | -20 | -1 | 9 | 3 | 6
Cc1ccc(C(c2nnnn2C2CCCCC2)N(C)C2CCCCC2)cc1 (centres undefined) | -2 | 0.9 | 50 | -10 | 48 | -41 | -2 | · | 10 | 5
COCc1nc2ccccc2n1Cc1cccc(C)c1 | -6 | -0.3 | 99 | 4 | 92 | -50 | -3 | -21 | 1 | 42

An excerpt from above in order of molar mass, highest first:
SMILES | Yeast lifespan up | MRP-1 activ | HCT116 PTEN-null | GALR2 antag | HCT116 bCat-KO | Yeast growth inh | Phagocytosis inh | E-sel TNF inh | NPY Y2 blocker | Measles CPE
C#CCOCCOCCOCCNc1nc(N2CCOCC2)nc(N2CCN(C(=O)Cn3cc(CCCN=C(N)N)nn3)CC2)n1 | 9 | 0.2 | 97 | 3 | 103 | -2 | · | -6 | 0 | 8
COc1cc(/C=c2\s/c(=C(/C#N)C(=O)N3CCCC3)n(-c3ccccc3)c2=O)ccc1O | -9 | -1.3 | 28 | -2 | 64 | -55 | 0 | 8 | 2 | 11
O=C(CSC1=NCCS1)NC(c1ccccc1)c1ccccc1 | 2 | -2.6 | 90 | 6 | 86 | -27 | -3 | 1 | -3 | 26
CC(C)Cc1csc(NC(=O)c2ccc(Cl)cc2)c1C(=O)O | 10 | 4.2 | 69 | 4 | 76 | -7 | -6 | 5 | 7 | 5
O=C(COC(=O)CCC(=O)Nc1nccs1)NCc1ccco1 | -11 | -1.5 | 106 | -5 | 93 | -37 | 0 | -13 | -1 | 9
CCCn1c(C(O)c2ccc3c(c2)OCO3)nc2ccccc21 (centres undefined) | -10 | 0.0 | 95 | -7 | 85 | -39 | -1 | 6 | 2 | 7
Cc1ccc(C)c(C(=O)C(C)OC(=O)c2cccn2C)c1 (centres undefined) | -10 | 0.7 | 68 | 4 | 76 | 15 | -1 | · | 4 | 22
COCc1nc2ccccc2n1Cc1cccc(C)c1 | -6 | -0.3 | 99 | 4 | 92 | -50 | -3 | -21 | 1 | 42
